proCasp7 act – activates human procaspase-7, counter-screen for procaspase-3 activators; recombinant procaspase-7, Ac-DEVD-pNA absorbance 405 nm; D23A/D198A/D206A triple mutant, cannot self-cleave; scale: DMSO 0, 5 µM enzyme 100; activation, % at 8.5 µM; actives 0.093% (n = 330,000); AID 463210;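 active means percent activation above the screen-wide mean plus 3 SD, cut at about 25% in these data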
Target sequence (P55210 whole entry D23A/D198A/D206A): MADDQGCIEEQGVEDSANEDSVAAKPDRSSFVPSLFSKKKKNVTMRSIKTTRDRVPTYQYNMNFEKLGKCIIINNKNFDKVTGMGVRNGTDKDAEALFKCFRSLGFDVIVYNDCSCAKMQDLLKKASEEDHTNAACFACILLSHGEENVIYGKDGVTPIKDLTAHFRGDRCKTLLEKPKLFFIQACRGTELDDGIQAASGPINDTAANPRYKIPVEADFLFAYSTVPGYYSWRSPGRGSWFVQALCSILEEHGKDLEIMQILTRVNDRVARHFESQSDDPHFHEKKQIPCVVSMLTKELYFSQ
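Test system: Procaspase-7 triple mutant (PC-7 D3A). Also added: Ac-DEVD-pNA substrate, 400 µM as added. Schedule: 1 h enzyme–compound preincubation and 2 h substrate reaction, both 25 °C. Signal: p-Nitroaniline absorbance at 405 nm, read at 0 and 120 min. Control set: low DMSO alone, high DMSO plus 5 µM PC-7.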
AGP1-GFP MLPCN – modulators of TOR pathway AGP1-GFP in S. cerevisiae | actives 0.02% (n = 320,000) | S. cerevisiae AGP1-GFP multiplex flow cytometry, 3 h; GFP as percent of DMSO wells | AID 2066 | GFP response vs DMSO, % at 10 µM;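 active means GFP response relative to DMSO above a set limit, near screen average plus 3 SD, cut at about 150% in these data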;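 further: median GFP channel fluorescence of the gated AGP1 strain per well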
RPL19A TOR yeast – yeast TOR pathway RPL19A-GFP modulation | S. cerevisiae RPL19A-GFP strain, flow cytometry, 3 h; stronger effect = lower value | percent response vs DMSO, % at 10 µM | actives 0.3% (n = 330,000);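 active means percent response vs DMSO below 50%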;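 further: median channel GFP fluorescence of the barcoded RPL19A-GFP strain; ratio of sample median GFP to plate DMSO average so 100% = DMSO; lower means less RPL19A-GFP as with rapamycin TOR inhibition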
LAP4 TOR yeast – modulators of TOR pathway LAP4-GFP in S. cerevisiae; GFP response vs DMSO, % at 10 µM; actives 0.34% (n = 320,000); AID 2023; S. cerevisiae LAP4-GFP multiplex, flow cytometry GFP, 3 h; median GFP as percent of DMSO wells;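 active means GFP response vs DMSO above a set limit, about the screen mean plus 3 SD, cut at about 150% in these data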
AHR activator – activates the human aryl hydrocarbon receptor; AHR-responsive luciferase reporter cells, luminescence; actives 2.5% (n = 320,000); activation, % at 5 µM; AID 2796; in the data active means activation above about 47%;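 further: 0% = vehicle wells and 100% = reference agonist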
CIT2 TOR yeast – yeast TOR pathway CIT2-GFP modulation; S. cerevisiae CIT2-GFP strain, flow cytometry, 3 h; 100 means same as DMSO wells; GFP response vs DMSO, % at 10 µM; actives 0.065% (n = 320,000);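 active means GFP response relative to DMSO above a set limit, near the screen mean plus 3 SD, cut at about 150% in these data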;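 further: ratio of well median GFP fluorescence to mean of DMSO wells on the plate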
proCasp3 act – procaspase-3 (human) activation | actives 0.11% (n = 330,000) | recombinant procaspase-3 D3A, Ac-DEVD-pNA absorbance 405 nm | activation, % at 8.5 µM | AID 463141;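 active means activation above the mean of all tested compounds plus 3 SD, cut at about 21% in these data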;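 further: 0% = DMSO alone and 100% = DMSO wells spiked with extra 5 µM PC-3 D3A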
Target sequence (P42574 whole entry D9A/D28A/D175A): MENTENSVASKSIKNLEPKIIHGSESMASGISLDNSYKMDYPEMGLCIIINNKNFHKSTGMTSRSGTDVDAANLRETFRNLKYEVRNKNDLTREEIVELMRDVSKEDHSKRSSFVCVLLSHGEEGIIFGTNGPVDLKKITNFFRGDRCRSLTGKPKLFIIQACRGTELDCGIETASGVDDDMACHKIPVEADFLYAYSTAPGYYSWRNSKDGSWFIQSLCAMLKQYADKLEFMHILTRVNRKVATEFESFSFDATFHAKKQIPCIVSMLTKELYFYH
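material = Procaspase-3 D3A mutant | probe or stimulus = Ac-DEVD-pNA | compound = single dose, 8.5 µM nominal compound, 0.8% DMSO | timing = 1 h preincubation, 2 h reaction | measured by = 405 nm absorbance of p-nitroaniline, reads at 0 and 120 min | benchmarks = DMSO-only low control, 5 µM PC-3 D3A high control | repeats = singlicate, each compound tested once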
MEP2-GFP yeast – yeast TOR pathway MEP2-GFP modulation; S. cerevisiae MEP2-GFP strain, flow cytometry GFP, 3 h; 100% = DMSO control level; actives 0.51% (n = 330,000); GFP response vs DMSO, % at 10 µM;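 active means GFP response versus DMSO above a set limit, roughly screen mean plus 3 SD, cut at about 180% in these data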;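 further: median GFP fluorescence of the barcode-gated MEP2-GFP cells per well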
Starred values were filed as active, the others as inactive; . = not tested or not shown.

entry | mol | proCasp7 act | AGP1-GFP MLPCN | RPL19A TOR yeast | LAP4 TOR yeast
1 | Cc1ccc2c(c1)C1CN(C)CCC1N2C(=S)Nc1ccc(Cl)cc1Cl (stereo unspecified) | -2 | 98 | 99 | 102
2 | CC(C)(C)OC(=O)C[C@H]1C/C=C\C[C@@H](CC(=O)N[C@H](CO)Cc2ccccc2)C(=O)NC[C@H](c2ccccc2)OC1=O | 11 | 100 | 100 | 105
3 | Cc1ccc(NC(=O)/C=C\C(=O)NCC(=O)O)cc1C | -22 | 103 | 102 | 102
4 | Cc1ccccc1C(=O)NNC(=O)CSc1nc(-c2ccccc2)cc(=O)[nH]1 | -3 | 108 | 100 | 101
5 | Cc1ccc(NC(=O)Cn2cnc3sc(C(=O)NCc4ccco4)c(C)c3c2=O)cc1Cl | -9 | 109 | . | 108
6 | Cc1[nH]c2ccccc2c1/C=N/NC(=O)c1cccc(Br)c1 | 4 | 102 | 97 | 111
7 | O=S(=O)(/N=C(/Nc1ccccc1)C(F)(F)F)c1ccccc1 | -9 | 95 | 102 | 93
8 | CC(C)(C)NCc1cc2ccccc2[nH]c1=O | -2 | 104 | 99 | 102
9 | COc1ccc(CN(CCCN2CCOCC2)C(=O)Nc2cccc(Cl)c2)cc1OC | 2 | 91 | 93 | 92
10 | CCCCOc1ccc(-c2nnn(CC(=O)Nc3ncc(CC(=O)OCC)s3)n2)cc1 | 3 | 105 | 103 | 99

entry | AHR activator | CIT2 TOR yeast | proCasp3 act | MEP2-GFP yeast
1 | -1 | 100 | -2 | 103
2 | 0 | 93 | 3 | 98
3 | 0 | 96 | -32 | 103
4 | 3 | 101 | 2 | 96
5 | -1 | 117 | -4 | 105
6 | 68* | 97 | 0 | 103
7 | 2 | 100 | -4 | 89
8 | 2 | 108 | 1 | 103
9 | 5 | 87 | -3 | 100
10 | -3 | 105 | -1 | 105

(more compounds)
entry | mol | proCasp7 act | AGP1-GFP MLPCN | RPL19A TOR yeast | LAP4 TOR yeast
11 | CCN(N=O)[C@@H](Cc1ccccc1)CN(N=O)[C@@H](Cc1ccccc1)CN(C)N=O | -3 | 93 | 103 | 102
12 | COc1ccc(CNC(=O)CN=C2NC(=O)C(c3ccccc3)(c3ccccc3)N2)cc1 | 4 | 107 | 106 | 108
13 | Cc1nc(C(C)NC(=O)CCc2nnc(CCCc3ccccc3)o2)c(C)s1 (stereo unspecified) | 6 | 107 | 103 | 101
14 | Cc1cc(=O)n2[nH]c(N)c(N=Nc3ccccc3)c2n1 | -12 | 98 | 97 | 95
15 | O=C(Cn1cnc2c(nnn2Cc2ccccc2F)c1=O)NCc1ccco1 | 8 | 101 | 102 | 93
16 | OCCCc1nc2ccccc2n1CCCCOc1ccccc1 | 20 | 99 | 95 | 107
17 | COc1ccc2oc(C(=O)NC3CCCCC3)c(C)c2c1 | 13 | 96 | 103 | 91
18 | Cc1ccc(S(=O)(=O)NN2C(=O)/C(=C/c3cccn3C)SC2=S)cc1 | -11 | 91 | 100 | 86
19 | Cc1cc(C)c2[nH]c(=O)c(C(c3nnnn3C(C)(C)C)N3CCN(C(=O)c4ccco4)CC3)cc2c1 (stereo unspecified) | -7 | 96 | 101 | 100
20 | Cc1ccc(S(=O)(=O)c2c(N)n(C)c3nc4ccccc4nc23)cc1 | 2 | 97 | 97 | 90

entry | AHR activator | CIT2 TOR yeast | proCasp3 act | MEP2-GFP yeast
11 | -1 | 90 | 6 | 96
12 | 5 | 101 | -8 | 106
13 | 15 | . | 0 | 101
14 | 2 | 94 | -7 | 101
15 | -1 | 108 | -2 | 99
16 | 2 | 94 | 2 | 92
17 | 19 | 98 | -12 | 101
18 | 0 | 85 | -6 | 102
19 | 4 | 94 | -1 | 103
20 | 16 | 101 | 4 | 100

The listing continues.
entry | mol | proCasp7 act | AGP1-GFP MLPCN | RPL19A TOR yeast | LAP4 TOR yeast
21 | O=C1CCCN1CCCNc1ncccc1[N+](=O)[O-] | -15 | 109 | 103 | 99
22 | O=C(O)C1=C[C@H](C2CC2)C[C@H](OCCCCO)O1 | -4 | 88 | 99 | 100
23 | O=c1[nH]c2cc(C(F)(F)F)ccc2n1-c1cc(C(F)(F)F)ccc1O | -41 | 86 | 99 | 106
24 | O=C(CSc1ccsc1[N+](=O)[O-])N1CCN(c2ccccc2)CC1 | -4 | 101 | 99 | 102
25 | CCOc1ccc2nc(SCC(=O)NCc3ccc(OC)c(OC)c3)[nH]c2c1 | -6 | 83 | 102 | 90
26 | COC(=O)c1c(C(=O)OC)c2cc(C(=O)c3ccccc3)ccn2c1Cl | -9 | 101 | 98 | 101
27 | CN(C)CCNC(=O)c1ccc(Sc2ccc(Br)cc2)c([N+](=O)[O-])c1 | 4 | 96 | 90 | 93
28 | CN(C=C1C(=O)CC(C)(C)CC1=O)CCN1CCNCC1 | 4 | 100 | 97 | 95
29 | O=C(CCCCCn1c(=S)[nH]c2ccc(N3CCOCC3)cc2c1=O)NCCc1ccccc1 | 3 | 94 | 93 | 95
30 | CC(NC(=O)COc1ccc(-c2ccccc2)cc1)C1CCCO1 (stereo unspecified) | -8 | 87 | 96 | 86

entry | AHR activator | CIT2 TOR yeast | proCasp3 act | MEP2-GFP yeast
21 | 0 | 114 | -1 | 107
22 | -1 | 94 | -6 | 90
23 | 10 | 88 | -22 | 92
24 | 2 | 99 | -5 | 101
25 | 17 | 94 | -14 | 99
26 | -1 | 104 | -12 | 97
27 | 2 | 84 | -4 | 82
28 | 1 | 99 | -11 | 94
29 | 9 | 92 | -1 | 104
30 | 20 | 87 | -6 | 95

More structures follow.
entry | mol | proCasp7 act | AGP1-GFP MLPCN | RPL19A TOR yeast | LAP4 TOR yeast
31 | Cc1ccc(-c2nc3ccccc3c(=O)n2O)cc1 | -6 | 94 | 100 | 99
32 | CCOc1ccc(NC2=C(Cl)C(=O)N(Cc3ccccc3)C2=O)cc1 | -16 | 95 | 94 | 99
33 | CCOC(=O)CCP(=O)(O)C(O)c1ccc(OC)cc1 (stereo unspecified) | 1 | 104 | 98 | 101
34 | CCOC(=O)c1c(C)[nH]c(C(=O)OCC(=O)N(C)c2c(N)n(Cc3ccccc3)c(=O)[nH]c2=O)c1C | 3 | 94 | 94 | 96
35 | CCOC(=O)Cc1csc(NC(=O)COc2cc(C)cc(C)c2)n1 | 2 | 103 | 102 | 103
36 | CCN(Cc1nc(-c2ccc(OC)c(OC)c2)no1)C(=O)c1ccoc1C | 11 | 102 | 103 | 98
37 | Nc1cc[n+](CC(=O)c2ccc3c(c2)OCCO3)cc1 | -9 | 103 | 103 | 92
38 | COc1cc(/C=C2\CC(C(C)(C)C)C/C(=C\c3cc(OC)c(OC)c(OC)c3)C2=O)cc(OC)c1OC (stereo unspecified) | -21 | 102 | 103 | 96
39 | CNC(=O)C(=O)NCCN1CCN(C(=O)c2ccc([N+](=O)[O-])cc2)CC1 | 7 | 97 | 114 | 100
40 | Cc1cccc(C)c1NC(=O)C(=O)NCCOc1ccc(Cl)cc1 | 10 | 94 | 96 | 99

entry | AHR activator | CIT2 TOR yeast | proCasp3 act | MEP2-GFP yeast
31 | 9 | 84 | 2 | 88
32 | 5 | 89 | 3 | 97
33 | 0 | 94 | -3 | 104
34 | 0 | 97 | -3 | 99
35 | 12 | 93 | 2 | 94
36 | 0 | 104 | 15 | 107
37 | -3 | 98 | -4 | 98
38 | 1 | 112 | -7 | 105
39 | -1 | 73 | -3 | 97
40 | 1 | 85 | 3 | 95

Quoted from above, entries 36 to 40
entry | mol | proCasp7 act | AGP1-GFP MLPCN | RPL19A TOR yeast | LAP4 TOR yeast
36 | CCN(Cc1nc(-c2ccc(OC)c(OC)c2)no1)C(=O)c1ccoc1C | 11 | 102 | 103 | 98
37 | Nc1cc[n+](CC(=O)c2ccc3c(c2)OCCO3)cc1 | -9 | 103 | 103 | 92
38 | COc1cc(/C=C2\CC(C(C)(C)C)C/C(=C\c3cc(OC)c(OC)c(OC)c3)C2=O)cc(OC)c1OC (stereo unspecified) | -21 | 102 | 103 | 96
39 | CNC(=O)C(=O)NCCN1CCN(C(=O)c2ccc([N+](=O)[O-])cc2)CC1 | 7 | 97 | 114 | 100
40 | Cc1cccc(C)c1NC(=O)C(=O)NCCOc1ccc(Cl)cc1 | 10 | 94 | 96 | 99

entry | AHR activator | CIT2 TOR yeast | proCasp3 act | MEP2-GFP yeast
36 | 0 | 104 | 15 | 107
37 | -3 | 98 | -4 | 98
38 | 1 | 112 | -7 | 105
39 | -1 | 73 | -3 | 97
40 | 1 | 85 | 3 | 95

Continued:
entry | mol | proCasp7 act | AGP1-GFP MLPCN | RPL19A TOR yeast | LAP4 TOR yeast
41 | Cc1cc(Cl)ccc1N(CC(=O)NCCSCc1ccco1)S(C)(=O)=O | -8 | 45 | 60 | 98
42 | O=S(=O)(Nc1ccc(-n2cccc2)cc1)c1ccc(Cl)c(Cl)c1 | -2 | 99 | 92 | 116
43 | COc1ccc(-c2nc(-c3ccc(Br)cc3)no2)c(OC)c1 | -4 | 99 | 95 | 105
44 | COc1ccc(/C=C/c2nnc(NC(=O)CSc3ccc(C)cc3)s2)cc1 | -3 | 95 | 87 | 102
45 | CCOC(=O)n1c(=O)oc2cc(S(=O)(=O)N3CCOCC3)ccc21 | 7 | 117 | 108 | 106
46 | Cc1nn(-c2ccccc2)c(N2CCCC2)c1/C=N/O | -5 | 100 | 108 | 105
47 | O=C(CCNC(=O)c1ccc([N+](=O)[O-])cc1)Nc1cccc(S(=O)(=O)N2CCCCC2)c1 | 3 | 99 | 97 | 105
48 | O=C(Nc1cccs1)Nc1ccc(F)cc1F | 6 | 100 | 100 | 108
49 | CCCN1/C(=C(/C#N)C2=NS(=O)(=O)c3ccccc32)N(C)c2ccccc21 | 2 | 97 | 95 | 90
50 | Cc1ccc(S(=O)(=O)N(CC(O)CN(C)C)c2ccccc2)cc1 (stereo unspecified) | 4 | 96 | 100 | 88
51 | O=C(Cc1ccc(F)cc1)Nc1cccc(S(=O)(=O)N2CCCC2)c1 | -4 | 103 | 97 | 109
52 | CN(C)c1cc(-c2ccc(Cl)cc2Cl)oc(=O)c1Cl | 9 | 101 | 91 | 126

entry | AHR activator | CIT2 TOR yeast | proCasp3 act | MEP2-GFP yeast
41 | 6 | 100 | -10 | 166
42 | -2 | 85 | 8 | 98
43 | 95* | 92 | -5 | 106
44 | -1 | 94 | 4 | 110
45 | 1 | 102 | -4 | 107
46 | 1 | 107 | 3 | 115
47 | 0 | 95 | 4 | 102
48 | 16 | 102 | -2 | 99
49 | 1 | 94 | 14 | 95
50 | 3 | 83 | -6 | 89
51 | 1 | 95 | 7 | 106
52 | -6 | 98 | 0 | 95

Random excerpt: two compounds from above
entry | mol | proCasp7 act | AGP1-GFP MLPCN | RPL19A TOR yeast | LAP4 TOR yeast
49 | CCCN1/C(=C(/C#N)C2=NS(=O)(=O)c3ccccc32)N(C)c2ccccc21 | 2 | 97 | 95 | 90
50 | Cc1ccc(S(=O)(=O)N(CC(O)CN(C)C)c2ccccc2)cc1 (stereo unspecified) | 4 | 96 | 100 | 88

entry | AHR activator | CIT2 TOR yeast | proCasp3 act | MEP2-GFP yeast
49 | 1 | 94 | 14 | 95
50 | 3 | 83 | -6 | 89

Source: PubChem BioAssay
